Screening data: PubChem, National Center for Advancing Translational Sciences (NCATS)
G9a block – inhibitors of human histone lysine methyltransferase G9a; Potency, µM (series often up to 102 µM), for the others: top-dose activity, negative = inhibition, usual class: inhibitors; 8.8% of 350,000 active; G9a H3K9 monomethylation, AlphaScreen, 2 h; further: potency means the concentration at half of the fitted maximal effect; on the % scale 0 is the no-effect control and ±100 the full control effect; nearly all actives have a fitted effect of over 75% in size
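AlphaScreen detection with an anti-monomethyl H3K9 antibody quantified product after a 2 h room-temperature reaction containing 500 nM biotinylated H3K9 peptide, 20 µM SAM and 20 nM enzyme, which had been preincubated 15 min with compound.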
HP1b chromo inh – inhibitors of HP1-beta chromodomain binding to methylated histone tails; P83916; AlphaScreen HP1-beta / biotin-H3K9me3 peptide binding; Potency, µM (titrated, usually from 114 µM), inactives show top-dose activity change, negative = inhibition, actives largely listed as inhibitors; 0.56% of 390,000 active; further: potency means the concentration at half of the fitted maximal effect; nearly all actives have a fitted effect of over 70% in size; inactives centre near 23
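AlphaScreen: HP1-beta (50 nM) preformed 30 min with biotin-H3(1-18)K9me3 peptide (50 nM) in PBS pH 7.4, 0.01% Tween-20. Compound added for 30 min at RT, then streptavidin donor/nickel chelate acceptor beads (10 ug/mL) for 30 min.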
Pin1 inhibitor – human Pin1 inhibition | Q13526 | Pin1 FP peptide displacement, HiFluor488, 10 min | Potency, µM (top dose mostly 115 µM), without a hit: top-dose activity, negative = inhibition, usual class: inhibitors | 0.009% of 390,000 active | AID 504891; active means well fitted inhibition curve with a large enough effect in the polarisation, with a control signal flat, not every such curve was filed as active; inconclusive means small, poorly fitted or top-dose-only effect, or effect the other way, or a change in a side signal; inactive means no such curve, though single readings can be large or run the other way; the % refers to the polarisation; further: potency means the concentration at half of the fitted maximal effect; on the % scale 0 is the no-effect control and ±100 the full control effect
BAZ2B block – blocks human BAZ2B. AlphaScreen BAZ2B-H3K14Ac peptide displacement. AID 504333. 4.4% of 360,000 active. Potency, µM (series often up to 114 µM), inactives show top-dose activity change, negative = inhibition, usual class: inhibitors; further: potency means the concentration at half of the fitted maximal effect; on the % scale 0 is the no-effect control and ±100 the full control effect; nearly all actives have a fitted effect of over 60% in size
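BAZ2B 50 nM plus b-H3(5-23)K14Ac 50 nM, PBS pH 7.4/0.01% Tween-20, 30 min RT; compound added (max 110 uM), 30 min RT; streptavidin donor/Ni-chelate acceptor beads 10 ug/mL final, 20 min dark; AlphaScreen read.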
GLS inhibitor – blocks human kidney-isoform glutaminase activity; GLS enzymatic activity, qHTS titration; Potency, µM (top dose mostly 45.5 µM), for inactives: at the highest dose activity change, negative = inhibition, actives largely listed as inhibitors; 0.21% of 410,000 active; further: potency means the concentration at half of the fitted maximal effect; on the % scale 0 is the no-effect control and ±100 the full control effect
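Glutamate formation by hKGA was monitored fluorometrically using coupled glutamate oxidase, HRP and Amplex Red. Substrate was added as 1 mM L-glutamine solution; incubation was 30 min at RT after an initial read.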
JMJD2A Tudor inh – inhibitors of human JMJD2A Tudor domain | Potency, µM (top dose mostly 114 µM), without a hit: at the top dose activity change, negative = inhibition, most hits filed as inhibitors | AlphaScreen JMJD2A-Tudor / H3K4me3 peptide binding | 4.4% of 390,000 active | O75164; further: potency means the concentration at half of the fitted maximal effect; on the % scale 0 is the no-effect control and ±100 the full control effect; nearly all actives have a fitted effect of over 50% in size
Target sequence (O75164 whole entry, looked up, the tested form may be a part): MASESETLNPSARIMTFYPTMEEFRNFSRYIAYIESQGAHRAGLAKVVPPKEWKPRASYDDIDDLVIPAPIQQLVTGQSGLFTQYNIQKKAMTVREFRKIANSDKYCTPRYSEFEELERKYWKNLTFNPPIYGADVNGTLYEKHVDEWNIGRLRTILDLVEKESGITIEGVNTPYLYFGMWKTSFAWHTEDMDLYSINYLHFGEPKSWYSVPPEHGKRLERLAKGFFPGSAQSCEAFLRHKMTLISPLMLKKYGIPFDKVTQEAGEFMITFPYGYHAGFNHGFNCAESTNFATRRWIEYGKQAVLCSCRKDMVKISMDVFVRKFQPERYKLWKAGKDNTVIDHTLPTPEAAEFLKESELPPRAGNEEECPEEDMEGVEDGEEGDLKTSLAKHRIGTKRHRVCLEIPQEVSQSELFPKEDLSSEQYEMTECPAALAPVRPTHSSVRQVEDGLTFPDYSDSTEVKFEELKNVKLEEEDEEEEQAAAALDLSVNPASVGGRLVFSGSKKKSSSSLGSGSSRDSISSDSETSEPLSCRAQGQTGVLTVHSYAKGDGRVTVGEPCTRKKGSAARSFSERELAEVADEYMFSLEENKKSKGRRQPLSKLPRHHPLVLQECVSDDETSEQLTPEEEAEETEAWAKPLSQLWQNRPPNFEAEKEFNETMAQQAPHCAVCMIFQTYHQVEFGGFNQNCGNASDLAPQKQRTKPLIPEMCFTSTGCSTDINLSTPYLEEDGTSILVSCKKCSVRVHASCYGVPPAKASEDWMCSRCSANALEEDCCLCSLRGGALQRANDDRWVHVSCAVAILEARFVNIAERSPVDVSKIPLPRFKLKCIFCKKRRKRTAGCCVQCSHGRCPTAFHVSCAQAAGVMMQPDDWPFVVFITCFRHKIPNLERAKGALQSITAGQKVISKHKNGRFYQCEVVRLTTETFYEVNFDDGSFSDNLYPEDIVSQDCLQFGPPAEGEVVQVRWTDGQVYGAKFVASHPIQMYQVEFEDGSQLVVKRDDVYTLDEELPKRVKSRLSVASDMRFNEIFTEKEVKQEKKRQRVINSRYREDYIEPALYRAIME
ERG Ets-DNA blk – blocks human ERG Ets domain binding to DNA | P11308 | 0.028% of 370,000 active | fluorescence polarization, His-ERG Ets domain / labelled DNA | Potency, µM (top dose mostly 76.9 µM), for inactives: at the highest dose FP activity, negative = inhibition, usual class: inhibitors | AID 624246; active means well fitted inhibition curve with a large enough effect in the polarisation, with a control signal flat; inconclusive means small, poorly fitted or top-dose-only effect, or effect the other way, or a change in a side signal; inactive means no such curve, though single readings can be large or run the other way; the % refers to the polarisation;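 further: polarization taken with two DNA probes labelled with fluorescein and Texas red; potency means the concentration at half of the fitted maximal effect; % of control where 0% means no effect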
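His-tagged ERG Ets domain (1 uM in the protein solution; 300mM KCl, 50mM Tris-HCl, 1mM EDTA, 1mM DTT, pH 7.5) received compound, then a probe mix of 5 nM fluorescein-DNA and 100nM Texas-615-DNA. Fluorescence polarization was read for both dyes.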
Tb PGK inh – blocks T. brucei phosphoglycerate kinase. P07378. PGK/GAPDH coupled, Kinase-Glo luminescence, 60 min. Potency, µM (titrated, usually from 57.5 µM), for inactives: top-dose activity change, negative = inhibition, most hits filed as inhibitors. 0.043% of 380,000 active; further: potency means the concentration at half of the fitted maximal effect; on the % scale 0 is the no-effect control and ±100 the full control effect; nearly all actives have a fitted effect of over 60% in size
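Luminescent ATP detection (Kinase-Glo Plus) follows a 60-minute room-temperature incubation, with wells lacking PGK as controls. Buffer: 100 mM TEA (pH 7.6), 5 mM MgCl2, 0.01% Tween-20. Coupling enzyme GAPDH (100 nM final) supplies unstable 1,3-BPG in-well.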
PI4K2A block – blocks human PI4K2A kinase activity. AID 1346378. activity change, negative = inhibition, % at 76.9 µM. 0.13% of 420,000 active. purified PI4K2A, ADP-Glo luminescence, 1 h; stronger effect = lower value; in the data active means activity change below about -50%; inconclusive means mostly about -30% to -49%;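 further: -100% = wells without enzyme as full effect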
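PI4K2A activity was measured by ADP-Glo luminescence: enzyme (4 ug/mL stock) and phosphatidylinositol (1.2 mM stock) in Tris pH 7.5/MgCl2/EGTA/Triton X-100 buffer were reacted with ATP (300 microM stock) for one hour at ambient temperature.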
* = called active by the depositor; i = inactive; ? = inconclusive; nt = not tested or not shown; & = joins results of further samples; [ ] = another dose, or the depositor's remark. Unless noted, the call rests on the fitted dose curve; in most records, active means well fitted curve in the direction sought with a large enough effect; inconclusive means small, poorly fitted or top-dose-only effect, or another doubt; inactive means no such curve, though single readings can be large; an effect the other way counts as inactive or inconclusive.

SMILES | G9a block | HP1b chromo inh | Pin1 inhibitor | BAZ2B block | GLS inhibitor | JMJD2A Tudor inh | ERG Ets-DNA blk | Tb PGK inh | PI4K2A block
Cc1[nH]n(-c2ccccc2)c(=O)c1C(c1cccc([N+](=O)[O-])c1)c1c(C)[nH]n(-c2ccccc2)c1=O | 35µM* | -28% | -2% | 28µM* | 16% | ? | 2% | 21% | ?
Cc1noc(C)c1C(=O)NCCC1=CCCCC1 | 23%[12.7 µM] | 6% | 1% | 10% | -2% | -5% | -6% | -9% | 5
O=[N+]([O-])c1cccc(NC(=S)N2CCN(S(=O)(=O)c3ccccc3)CC2)c1 | -5% | 1% | 0% | -28% | 13% | ? | 0% | -2% | -1
Cn1cc(/C=C2\SC(=S)N(NC(=O)c3cccc(Cl)c3)C2=O)c2ccccc21 | 1%[12.7 µM] | 48% | ? | ? | 4% | -15%[11.4 µM] | 38%[activator] | 0% | -3
COC(=O)c1cc(S(=O)(=O)NCC2CCN(Cc3ccccc3F)CC2)c[nH]1 | 13% | 19%[57 µM] | -4%&-1% | -4%&-1% | 0%&-9% | -17%&-8% | 2%&5% | -3%&-3% | -4&-3
CN1CCN(c2oc(Cc3cccc4ccccc34)nc2C#N)CC1 | 15%[12.7 µM] | -18% | -1% | ? | -2% | ? | -17% | -16% | 5
O=C(NC1CCCC1)C(c1ccncc1)N(C(=O)c1csnn1)c1ccc(F)cc1 (stereo not drawn) | -2% | 7% | -5% | 3% | -7% | -9% | 22% | i | 1
COc1ccc(NC(=S)Nc2ccc(F)cc2)cc1 | nt | 45%[activator] | 0% | 0% | 8% | -6% | 9% | -3% | -1
O=C(/C=C/c1cccc(F)c1)OCC(=O)c1ccc[nH]1 | nt | 27% | ? | nt | -3% | -31% | 1% | 6% | -2
CC(C)(C)OC(=O)[C@H](Cc1ccccc1)NC(=O)c1nc[nH]c1C(=O)NCCCCCN | 20%[2.33 µM] | 19% | 1% | ? | 5% | -34% | -6% | 1% | -2
COc1ccccc1C(=O)Nc1ccc(C(=O)N2CCCC2)cc1 | -11%[12.7 µM] | 33% | -2% | -17% | -2% | -5% | -1% | -12% | -1
CC1CCCCN1CC(=O)Nc1cc(S(=O)(=O)N2CCOCC2)ccc1N1CCCC1 (stereo not drawn) | -3% | 13% | 1% | -4% | 2% | -9% | -4% | 10% | -2
COc1cc(NC(=O)c2cc([N+](=O)[O-])ccc2NC(=O)CN2CCN(c3ccccn3)CC2)cc(OC)c1 | nt | -19% | 1% | -3% | 14% | -28% | 8% | -8% | -3
CCCOc1ccc(NC(=O)CC2C(=O)N(c3ccc(OC)cc3)C(=O)N2CCc2ccncc2)cc1 (stereo not drawn) | ? | 10% | -8% | -22% | -9% | -16% | 1% | i | 2
CCn1c(CN2CCN(C)CC2)nc2cc(NC(=O)c3ccc([N+](=O)[O-])cc3)ccc21 | -2%[59 µM] | 43%[activator] | -3% | -10% | -10% | -1% | -1% | -1% | 2
COC(=O)[C@H](CC(C)C)NC(=O)Nc1ccc(S(N)(=O)=O)cc1 | 1% | 19% | 2% | 30%[activator] | -3% | -15% | 12% | -3% | 9
CCOc1ccc(CCNC(=O)CN2C(=O)CCSc3ccccc32)cc1OCC | 12%[2.33 µM] | 18% | 0% | -6% | -2% | -20% | -5% | i | -2
CCCCC(=O)Nc1cccc(-c2nnc(-c3ccccc3)o2)c1 | -4%[12.7 µM] | 12% | 4% | -3% | 12% | -20% | 2% | -7% | -15
O=C(/C=C/Nc1ccccc1)c1ccccc1 | 11%[0.501 µM] | 28% | 13% | ? | 17% | -1% | -6% | -10% | -24
CC(=O)Nc1cccc(C(=O)Nc2cccnc2)c1 | ? | 27% | 1% | 0% | -6% | -16% | 16% | -6% | 0
Cc1ccc(SC(=O)c2c([N+](=O)[O-])c(C)nn2C)cc1 | nt | 29% | -1% | -5% | 0% | -13% | 0% | 4% | 28
COc1ccccc1NC(=O)C1=C(C)Nc2ncnn2C1c1ccccc1C (stereo not drawn) | -3%[59 µM] | 22% | 2% | ? | 15% | ? | 0% | 0% | -1
COc1ccc(NC(=O)c2ccccc2NC(=O)C2CCCO2)cc1 (stereo not drawn) | 5%[59 µM] | 28% | 0% | -2% | 4% | -12% | nt | nt | -3
Cc1ccc(S(=O)(=O)Nc2nncs2)cc1 | 24%[2.33 µM] | 25% | 3% | 5% | 13% | -21% | nt | nt | -2
Cc1ccc(C(=O)C(OC(=O)c2cnccn2)c2ccccc2)cc1 (stereo not drawn) | nt | 20% | -1% | -10% | 1% | -8% | -6% | -2% | 0
COCCn1c(-c2ccccc2)cnc1SCC(=O)Nc1cccc2ccccc12 | 32µM* | ? | -3% | 45µM* | 3% | 50µM* | 1% | 14% | 1
C=CCn1c(=O)c2ccccc2n2c(SCC(=O)NCC)nnc12 | 9%[2.33 µM] | 18% | -5% | 2% | 2% | -16% | 5% | -2% | 3
COc1ccccc1CNC(=O)c1cc(C)nc2ccccc12 | -9% | 18% | -1% | -1% | -12% | ? | -17% | -5% | -3
O=C(O)/C=C/c1ccc(Cn2ccnc2)cc1 | nt | 44%&20% | -3%&-1% | nt | 0%&-10% | ? | 1%&-20% | -2%&1% | -5&0&-2
Cn1c(SCc2ccc(C#N)cc2)nnc1-c1ccncc1 | nt | 30% | -13% | -5% | 0% | 3% | -3% | -3% | -3
CCOC(=O)c1c(N2C(=O)Nc3cc(Cl)c(Cl)cc3N2O)sc2c1CCCCC2 | nt | ? | 54µM* | ? | 3% | 79µM* | 2% | -5% | -8
CC1Cc2nc(SCC(=O)N3CCCc4ccccc43)n(C)c(=O)c2S1 (stereo not drawn) | 3%[59 µM] | 30% | 2% | 0% | -1% | -25% | 7% | i | -7
CCCn1c(SCC(=O)N2CCCC(C)C2)nnc1-c1ccccn1 (stereo not drawn) | nt | 46%[activator] | 1% | -31% | 1% | -6% | -3% | 10% | -1
CCn1nc(C)c(NC(=O)CCCSc2nc(-c3ccco3)cc(C(F)(F)F)n2)c1C | ? | 10% | 2% | 7% | 6% | -15% | 12% | 0% | -2
CCOc1ccccc1NC(=O)COC(=O)c1cc[n+]([O-])cc1 | -42%[59 µM] | 22% | -1% | -7% | 2% | -12% | 1% | i | 1
COc1cc(NS(=O)(=O)c2ccc(NC(=O)/C(=C/c3ccccc3Cl)NC(=O)c3ccccc3)cc2)nc(OC)n1 | ? | 11% | 5% | ? | 7% | -20% | -4% | -2% | -5
O=C(CNC(=O)c1ccc(Br)o1)Nc1ncccc1O | 28µM* | 3% | -14% | 79µM* | -12% | ? | 7% | -8% | 0
CC(=O)Nc1nc2ccccc2n1Cc1ccc(C)cc1 | 2% | 25% | -2% | -20% | 1% | -18% | 7% | 10% | 5
CCCN(CCC)Cc1c(C(=O)N/N=C/C(C)=C\c2ccco2)nnn1-c1nonc1N | ? | -11% | 24% | ? | -4% | -34% | -1% | -6% | -5
O=C(CSc1nnc(-c2ccco2)o1)c1ccc[nH]1 | 40µM* | 6% | ? | 45µM* | 2% | -26% | 6% | -10% | ?
Cc1ccc(N(C(=O)C(F)(F)F)C(C(=O)NC2CCCCC2)c2cccs2)cc1 (stereo not drawn) | 8% | 21% | 2% | -1% | 9% | -8% | nt | 2% | 2
CCOc1cc(N2CCOCC2)c(OCC)cc1NC(=O)COC(=O)[C@@H]1CCCN1S(=O)(=O)c1ccccc1F | 45µM* | 5% | ? | ? | 18% | -30% | 1% | 1% | 3
CNc1ccccc1C(=O)OCC(=O)c1ccc(F)cc1 | 19%[59 µM] | 33%[activator] | -3% | 77%[activator] | -15% | 3% | -10% | -8% | -3
COc1ccc(OCC(=O)Nc2ccc(N3CCN(C(=O)c4ccccc4)CC3)c(Cl)c2)cc1 | nt | 13% | 12% | -26% | 1% | -19% | 7% | 4% | 0
Cc1cc(N2CCN(c3ccc(F)cc3)CC2)n2nc(-c3ccc(Cl)cc3)nc2n1 | 6%[59 µM] | 29% | -12% | -2% | 1% | -4% | -1% | 2% | -3
c1cc(CNc2ccc3c(c2)OCO3)ccn1 | 35µM* | -54% | ? | ? | 25% | ? | -11% | -6% | 9
COc1cccc(C(=O)NNC(=O)CCC(=O)O)c1 | 9% | 50%[activator] | -7% | -19% | -3% | -4% | -5% | -10% | 1
Cc1cc(C)c(CSc2nnnn2-c2ccc(C(=O)O)cc2)c(C)c1 | 26% | -22% | -11% | 2% | 0% | -10% | -10% | i | -1
CCc1ccc(OCc2n[nH]c(=S)n2C(C)CCCC(C)C)cc1 (stereo not drawn) | 8% | 34% | ? | -27% | 1% | -22% | -5% | 5% | 4
COc1cccc(NC(=O)Cn2c3ccccc3c3nc4n(c(=O)c32)CCS4)c1 | 32%[activator] | 26% | 0% | -22% | 9% | 2% | 1% | -7% | -7
Cc1cc(=O)n2c(c1C#N)SC1CCCCC12O (stereo not drawn) | 27% | 33% | -5% | 14% | 0% | -6% | nt | -9% | -3
Cc1cccc(OCC(=O)Nc2nnc(S(=O)(=O)N3CCc4ccccc43)s2)c1 | ? | -2% | 52%[activator] | -28% | 21% | -26% | 2% | -13% | 0

An unsorted share of the library (roughly 11% active in at least one column).
